Source: PubChem BioAssay (Broad Institute)
C diff HTS – blocks growth of Clostridium difficile; Clostridium difficile clinical isolate growth, OD600, 24 h; active compounds read low; growth activity, negative = inhibition, % at 16 µg/mL (by protocol); 86,000 compounds, 0.25% hits;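 active = mean growth activity at or below -80% and every replicate also at or below -80%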;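 note: 0% = DMSO wells and -100% = levofloxacin 16 µg/mL wells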
An asterisk follows results filed as active.

SMILES	C diff HTS
CC(C)=CCN(C(=O)C#Cc1ccccc1)[C@H](CO)c1ccccc1	-37
C#CCNC(=O)C1=C[C@@H](c2ccccc2)C[C@@H](OCCCCO)O1	0
COCC1CC(c2ccccc2)OC(c2ccc(NC(=O)CCCCCCC(=O)O)cc2)O1 (centres undefined)	0
COc1cc(CO)cc(I)c1O[C@H]1C=C(C(=O)NCCO)C[C@@H](NC[C@@H]2CCCO2)[C@@H]1O	0
O=C1C2C=C(I)[C@H](C[C@@H]2OCCCCCCO)[C@@]12CO2	-6
O=C1O[C@H](c2ccccc2)[C@H](c2ccccc2)N2[C@H]1[C@@H](C(=O)NC[C@H](O)c1ccccc1)[C@]1(C(=O)Nc3ccc(C#CC4=CCCCC4)cc31)[C@H]2c1ccc(OCCO)cc1	3
NC(=O)C1=C[C@H](c2csc3ccccc23)C[C@H](OCc2ccc(CO)cc2)O1	11
C=CCN1C(=O)N[C@@H]2c3ccccc3O[C@@]1(COCc1ccc(OC)cc1)[C@@H]2CO	4
CC(=O)n1cc([C@@H]2C=C(C(=O)N3CCN(Cc4ccccc4)CC3)O[C@H](OCCCCO)C2)c2ccccc21	1
COC(=O)c1ccc([C@H]2C=C(C(=O)N3CCN(Cc4ccc5c(c4)OCO5)CC3)O[C@@H](OCc3ccc(CO)cc3)C2)cc1	6
O=C(C1=C[C@H](c2ccc3c(c2)OCO3)C[C@H](OCCCCO)O1)N1CCOCC1	-3
CCC(CO)Oc1cc(NC(=O)c2ccc(OC)cc2)c2ncn(C(C)C)c2c1 (centres undefined)	-7
OC[C@@H]1[C@H]2c3ccccc3OC1(CO)N=C1SCc3ccccc3CN12	-1
C#Cc1ccc([C@H]2C=C(C(=O)N3CCN(Cc4ccc5c(c4)OCO5)CC3)O[C@@H](OCC)[C@@H]2CCCO)cc1	7
O=C(NCc1ccccc1)[C@]1(Cc2ccccc2)N=C(c2ccc(OCCCO)cc2)O[C@@H]1c1ccccc1	12
COc1ccc([Si](C)(C)[C@H]2[C@H](CCO)O[C@@]3(C(=O)N(Cc4ccccc4)c4ccc(N5CCOC5=O)cc43)[C@@H]2C)cc1	9
C#CCN(CC=C(C)C)[C@H](CO)c1ccccc1	2
O=C(NCc1nc2ccccc2[nH]1)C1=C[C@H](c2coc3ccccc3c2=O)C[C@H](OCCCCO)O1	9
O=C1O[C@H](c2ccccc2)[C@H](c2ccccc2)N2[C@H]1[C@@H](C(=O)N1CCCCCCC1)[C@]1(C(=O)Nc3ccc(C#CC4=CCCCC4)cc31)[C@H]2c1ccc(O)cc1	-5
COC(=O)C(CC#Cc1ccc2c(c1)[C@]1(C(=O)N2)[C@H](c2ccccc2OCCO)N2[C@H](c3ccccc3)[C@H](c3ccccc3)OC(=O)[C@H]2[C@@H]1C(=O)NC[C@H](O)c1ccccc1)C(=O)OC	0
CCC(CO)Oc1cc(NC(=O)c2ccc([N+](=O)[O-])cc2)c2ncn(C(C)C)c2c1 (centres undefined)	-10
COc1ccc([Si](C)(C)[C@H]2[C@H](CCO)O[C@@]3(C(=O)N(Cc4ccccc4)c4ccc(NC(C)=O)cc43)[C@@H]2C)cc1	1
COc1ccc(NC(=O)O[C@@H](c2ccc(OCCO)cc2)[C@@H](C)CCO)cc1	-8
O=C(NCc1nc2ccccc2[nH]1)C1=C[C@H](c2csc3ccccc23)C[C@H](OCc2ccc(CO)cc2)O1	-6
CC(=O)n1cc([C@@H]2C=C(C(=O)N3CCN(Cc4ccccc4)CC3)O[C@H](OCc3ccc(CO)cc3)C2)c2ccccc21	12

Five of the entries above in order of their number in C diff HTS, falling.
SMILES	C diff HTS
O=C(NCc1ccccc1)[C@]1(Cc2ccccc2)N=C(c2ccc(OCCCO)cc2)O[C@@H]1c1ccccc1	12
C#CCN(CC=C(C)C)[C@H](CO)c1ccccc1	2
O=C1O[C@H](c2ccccc2)[C@H](c2ccccc2)N2[C@H]1[C@@H](C(=O)N1CCCCCCC1)[C@]1(C(=O)Nc3ccc(C#CC4=CCCCC4)cc31)[C@H]2c1ccc(O)cc1	-5
COc1ccc(NC(=O)O[C@@H](c2ccc(OCCO)cc2)[C@@H](C)CCO)cc1	-8
CC(C)=CCN(C(=O)C#Cc1ccccc1)[C@H](CO)c1ccccc1	-37

Back to the main list, repeating the 4 entries before the break.
SMILES	C diff HTS
COc1ccc([Si](C)(C)[C@H]2[C@H](CCO)O[C@@]3(C(=O)N(Cc4ccccc4)c4ccc(NC(C)=O)cc43)[C@@H]2C)cc1	1
COc1ccc(NC(=O)O[C@@H](c2ccc(OCCO)cc2)[C@@H](C)CCO)cc1	-8
O=C(NCc1nc2ccccc2[nH]1)C1=C[C@H](c2csc3ccccc23)C[C@H](OCc2ccc(CO)cc2)O1	-6
CC(=O)n1cc([C@@H]2C=C(C(=O)N3CCN(Cc4ccccc4)CC3)O[C@H](OCc3ccc(CO)cc3)C2)c2ccccc21	12
COC(=O)[C@@]1(Cc2ccccc2CN=[N+]=[N-])N=C(c2ccc(OCCCO)cc2)O[C@H]1c1ccccc1	11
NC(=O)C1=C[C@@H](c2csc3ccccc23)C[C@@H](OCCCCO)O1	4
CCN(CC)C(=O)C1CCCN(Cc2cccc(Cl)c2)C1 (centres undefined)	-1
CCO[C@H]1OC(C(=O)NC2CC2)=C[C@@H](c2ccc(Br)cc2)[C@@H]1CCCO	3
O=C(O)C1=C[C@H](c2ccc3c(c2)OCO3)C[C@H](OCc2ccc(CO)cc2)O1	-6
COC[C@@]12C[C@H]3C(=O)N(Cc4ccccc4)C(=O)[C@H]3[C@@H](CO1)/C2=C\c1ccccc1	2
O=C(C1=C[C@H](c2ccc(Br)cc2)C[C@H](OCc2ccc(CO)cc2)O1)N1CCOCC1	9
COc1ccc([Si](C)(C)[C@@H]2[C@@H](CCO)O[C@]3(C(=O)N(Cc4ccccc4)c4ccc(N5CCOC5=O)cc43)[C@H]2C)cc1	6
CN(C)CCCNC(=O)[C@@]1(c2ccc([N+](=O)[O-])cc2)CC(=O)N(C2CCCCC2)[C@@H]1c1ccc(CO)cc1I	-1
CCC(CO)Oc1cc(NC(=O)c2ccccc2C)c2ncn(C(C)C)c2c1 (centres undefined)	1
CC(=O)n1cc([C@H]2C=C(C(=O)N3CCN(Cc4ccccc4)CC3)O[C@@H](OCCCCO)C2)c2ccccc21	4
C[C@H]1C=C(C(=O)Nc2ccccc2)O[C@@H](OCc2ccc(CO)cc2)C1	1
COC(=O)c1cn(CCNC(=O)[C@H](Cc2ccccc2)NS(=O)(=O)c2ccc(C)cc2)nn1	1
CCO[C@@H]1OC(C(=O)N2CCN(Cc3ccc4c(c3)OCO4)CC2)=C[C@H](C)[C@H]1CCCO	-6
COCCCNC(=O)[C@@]1(Cc2ccccc2)COC(c2ccc(OCCCO)cc2)=N1	7
CCO[C@@H]1OC(C(=O)N2CCN(Cc3ccc4c(c3)OCO4)CC2)=C[C@H](C(C)(C)C)[C@H]1CCCO	13
O=C1N(CCS(=O)(=O)c2ccccc2)Cc2ccccc2[C@@H]2OC(c3ccc(OCCCO)cc3)=N[C@]12CCS(=O)(=O)c1ccccc1	18
COc1ccc(COCC23N=C4SCc5ccccc5C(=O)N4[C@H](c4ccccc4O2)[C@H]3CO[Si](C)(C)C(C)(C)C)cc1	2
CN1CCN(C(=O)C2=C[C@@H](c3ccccc3)C[C@@H](OCc3ccc(CO)cc3)O2)CC1	-1
C=CCOC(=O)C1=C[C@@H](c2csc3ccccc23)C[C@@H](OCc2ccc(CO)cc2)O1	8
CCC(CO)Oc1cc(NC(=O)c2ccc(F)cc2)c2ncn(C(C)C)c2c1 (centres undefined)	6
CCO[C@H]1OC(C(=O)NC2CC2)=C[C@@H](C2CCCCC2)[C@@H]1CCCO	-2
OC(CSc1nc2ccccc2s1)CC(O)c1ccccc1 (centres undefined)	5
C[C@@H]1C=C(C(=O)NCc2ccccc2)O[C@H](OCc2ccc(CO)cc2)C1	-1
COc1cc2c(cc1OC)CN(C(=O)[C@H]1[C@@H]3C(=O)O[C@@H](c4ccccc4)[C@@H](c4ccccc4)N3[C@@H](c3ccc(O)cc3)[C@]13C(=O)Nc1ccc(C#CC4(O)CCCCCC4)cc13)CC2	4
SMILES	C diff HTS
COc1ccc(CN2CCC(C)=CC2C)cc1 (centres undefined)	-7
NC(=O)NCC#Cc1ccc2c(c1)[C@]1(C(=O)N2)[C@H](c2ccc(OCCO)cc2)N2[C@H](c3ccccc3)[C@H](c3ccccc3)OC(=O)[C@H]2[C@@H]1C(=O)O	3
C=CCOC(=O)C1=C[C@H](c2ccc(Br)cc2)[C@@H](CCCO)[C@H](OCC)O1	23
CCCC(=O)N(CCc1c[nH]c2ccccc12)[C@@H]1CC(C(=O)NCCO)=C[C@H](Oc2c(I)cc(CO)cc2OC)[C@H]1O	1
CC(=O)n1cc([C@@H]2C=C(C(=O)N3CCOCC3)O[C@H](OCc3ccc(CO)cc3)C2)c2ccccc21	3
O=C(O)C1=C[C@@H](C2CCCC2)C[C@@H](OCCCCO)O1	3
CC(C)(C)[C@H]1C=C(C(=O)Nc2ccccc2)O[C@@H](OCCCCO)C1	-1
O=C(Nc1ccccc1)C1=C[C@@H](c2ccc(C(F)(F)F)cc2)C[C@@H](OCc2ccc(CO)cc2)O1	-2
COc1ccc([Si](C)(C)[C@@H]2[C@@H](CCO)O[C@]3(C(=O)N(Cc4cccc(NC(C)=O)c4)c4ccccc43)[C@H]2C)cc1	5
CC(C)C[C@@H]1NC(=O)[C@@H]2C[C@H](C(=O)NCc3ccc(F)cc3)[C@H](c3ccc(O)cc3)N2C1=O	0
CN1CCN(C(=O)C2=C[C@@H](c3coc4ccccc4c3=O)C[C@@H](OCc3ccc(CO)cc3)O2)CC1	-10
C=CCNC(=O)[C@@H]1[C@H]2C(=O)O[C@H](c3ccccc3)[C@H](c3ccccc3)N2[C@H](c2ccc(O)cc2)[C@@]12C(=O)N(C(=O)OCCOC)c1ccc(C#Cc3ccc(OC)cc3)cc12	3
CN1CCN(C(=O)C2=C[C@@H](c3ccc4c(c3)OCO4)C[C@@H](OCc3ccc(CO)cc3)O2)CC1	5
COc1ccccc1/C=C/C=O	-2
CC(C)NC(=O)[C@@]1(Cc2ccccc2I)c2ccccc2C(=O)N(Cc2ccccc2C(F)(F)F)[C@H]1c1ccc(CO)cc1	22
O=C(NC1CC1)C1=C[C@@H](c2coc3ccccc3c2=O)C[C@@H](OCc2ccc(CO)cc2)O1	-3
CCO[C@H]1OC(C(=O)N2CCCCCCC2)=C[C@@H](C2CC2)[C@@H]1CCCO	1
O=C(OC[C@@H]1[C@H]2c3ccccc3O[C@]1(CO)N=C1Sc3ccc([N+](=O)[O-])cc3C(=O)N12)c1ccccc1	-6
CC(=O)n1cc([C@@H]2C=C(C(=O)Nc3ccccc3)O[C@H](OCc3ccc(CO)cc3)C2)c2ccccc21	5
C#Cc1ccc([C@H]2C=C(C(=O)N3CCN(Cc4ccc5c(c4)OCO5)CC3)O[C@@H](OCc3ccc(CO)cc3)C2)cc1	6
COc1cc(CO)cc(I)c1O[C@H]1C=C(C(=O)NCCO)C[C@@H](N(CC2CCCCC2)C(=O)c2cc3ccccc3oc2=O)[C@@H]1O	2
COc1ccc([Si](C)(C)[C@H]2[C@H](CCn3cc([C@H](O)c4ccccc4)nn3)O[C@@]3(C(=O)N(Cc4cccc(N5CCC5=O)c4)c4ccccc43)[C@@H]2C)cc1	-2

A portion of the library. The share of hits here may be higher or lower than overall.
